RXFP1 agonist = RXFP1 (human) receptor agonism; HEK293T-RXFP1 cAMP TR-FRET, 30 min; response scale: percent of porcine relaxin response, buffer zero; AID 2676; 370,000 compounds, 0.3% hits; Potency, µM (doses to about 57.5 µM), for inactives: at the highest dose activation, actives largely listed as activators; also: potency is read from the fitted curve at half-maximal effect; % is scaled to controls: 0 for no effect and ±100 for the full control effect; nearly all actives have a fitted effect of over 60% in size; many of its hits are not listed in these tables
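HEK293T cells stably expressing RXFP1 were pretreated with the PDE4 inhibitor Ro 20174, exposed to compounds for 30 min at 37C, lysed, and cAMP was read by TR-FRET. Data normalized to buffer (basal) and 29 nM porcine relaxin (100%).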
Vif-APOBEC3G blk = inhibitors of Vif-APOBEC3G interaction. Q9HC16. HeLa A3G-eYFP + Vif (tagged APOBEC3G with the HIV-1 protein that degrades it), YFP fluorescence, overnight. Potency, µM (series often up to 46.1 µM), for the others: at the top dose activity, negative = active, actives largely listed as inhibitors. 410,000 compounds, 0.076% hits;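 also: potency is read from the fitted curve at half-maximal effect; % is scaled to controls: 0 for no effect and ±100 for the full control effect; nearly all actives have a fitted effect of over 60% in size; hits raise eYFP signal because A3G escapes Vif-driven loss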
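HeLa cells stably expressing Vif and C-terminally eYFP-tagged A3G, seeded overnight at 37 deg C, then exposed to compound by pintool overnight at 37 deg C. Rise in yellow fluorescence (Ex 488/Em 500-530, Acumen) marks blocked Vif-driven A3G degradation.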
D1 potentiator = human D1 dopamine receptor positive modulation. HEK293 TREx D1 cells, calcium flux, dopamine EC20 potentiation. potentiation, % at 10 µM. 360,000 compounds, 0.036% hits; in the data active = potentiation above about 30%; also: 0% is about no effect
Target sequence (P21728 whole entry, looked up): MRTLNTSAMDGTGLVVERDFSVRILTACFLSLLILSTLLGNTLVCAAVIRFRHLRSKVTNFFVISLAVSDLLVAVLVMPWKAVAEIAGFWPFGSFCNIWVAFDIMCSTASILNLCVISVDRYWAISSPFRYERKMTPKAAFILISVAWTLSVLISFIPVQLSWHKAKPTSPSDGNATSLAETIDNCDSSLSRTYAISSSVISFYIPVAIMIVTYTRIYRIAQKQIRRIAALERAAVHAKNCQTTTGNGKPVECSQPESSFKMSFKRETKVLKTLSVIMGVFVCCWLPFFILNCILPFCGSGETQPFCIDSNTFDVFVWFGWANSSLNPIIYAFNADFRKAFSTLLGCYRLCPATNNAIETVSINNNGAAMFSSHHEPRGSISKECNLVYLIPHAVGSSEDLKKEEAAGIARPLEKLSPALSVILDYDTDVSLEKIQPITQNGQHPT
Glioma ERSR ind = induces the endoplasmic reticulum stress response in human glioma cells. U87-MG GRP78 promoter luciferase reporter, 16 h. Potency, µM, for inactives: top-dose activation, most hits filed as activators. 420,000 compounds, 0.02% hits. AID 602332; also: potency is read from the fitted curve at half-maximal effect; series mostly up to about 76 µM; % of control where 0% means no effect; nearly all actives have a fitted effect of over 35% in size
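ERSR induction read as luciferase luminescence (Bright-Glo, 10 min at room temperature) in stably transfected human U87-MG glioma cells exposed to compounds for 16 h, using GRP78 as sensor.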
D1 antagonist = blocks dopamine activation of the human D1 receptor; HEK293 TREx D1 cells, calcium flux, dopamine EC80; active compounds read low; P21728; activity change, negative = inhibition, % at 10 µM; 360,000 compounds, 3.2% hits; in the data active = activity change below about -30%; also: % is scaled to controls: 0 for no effect and ±100 for the full control effect
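Inducible Hek293 Trex D1 cells (tetracycline, overnight, 30 C). Calcium dye 30–90 min RT. Antagonist mode: EC80 dopamine added after 180 s compound read.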
Vif-A3F inh = inhibitors of Vif-A3F interaction; HeLa A3F-eYFP + Vif (tagged APOBEC3F with the HIV-1 protein that degrades it), YFP fluorescence increase; Potency, µM (titrated, usually from 46.1 µM), inactives show top-dose activity, negative = active; 390,000 compounds, 0.2% hits; also: potency is read from the fitted curve at half-maximal effect; % of control where 0% means no effect; nearly all actives have a fitted effect of over 65% in size
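HeLa cells stably expressing Vif plus C-terminally eYFP-tagged A3F were seeded, incubated overnight at 37 deg C, dosed with compound, incubated overnight again at 37 deg C. Yellow fluorescence (Ex 488/Em 500-530) reported blocked Vif-mediated A3F-eYFP degradation.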
D2 potentiator = positive allosteric modulators of human D2 dopamine receptor; P14416; HEK293 T-REx D2, calcium flux, EC20 dopamine potentiation; potentiation, % at 10 µM; 340,000 compounds, 0.34% hits;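 active = potentiation over 3 SD above the plate norm, cut at about 30% in these data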; also: 0% is about no effect
Target sequence (P14416 whole entry, looked up): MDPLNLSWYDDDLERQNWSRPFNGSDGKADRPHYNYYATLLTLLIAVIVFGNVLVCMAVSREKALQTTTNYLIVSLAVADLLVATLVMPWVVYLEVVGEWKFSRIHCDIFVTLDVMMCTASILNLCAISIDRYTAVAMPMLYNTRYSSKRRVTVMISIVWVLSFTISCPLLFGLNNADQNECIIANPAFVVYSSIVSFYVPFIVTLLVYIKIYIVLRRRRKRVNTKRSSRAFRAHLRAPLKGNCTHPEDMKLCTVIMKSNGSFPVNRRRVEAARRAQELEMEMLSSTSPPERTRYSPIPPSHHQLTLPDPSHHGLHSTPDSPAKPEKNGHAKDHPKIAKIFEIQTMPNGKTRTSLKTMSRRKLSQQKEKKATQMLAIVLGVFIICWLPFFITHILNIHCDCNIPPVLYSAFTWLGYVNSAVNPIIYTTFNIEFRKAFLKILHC
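Primary screen. Calcium kinetics in induced HEK293 T-REx D2 cells: compound pre-addition 180 s, EC20 dopamine, 180 s more.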
RXFP1 antagonist = antagonists of human relaxin receptor RXFP1; Q9HBX9; HEK293-RXFP1, relaxin-stimulated cAMP HTRF, 30 min; active compounds read low; activity change, negative = inhibition, % at 57.5 µM; 350,000 compounds, 0.59% hits;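 active = activity change of -60% or lower, but not beyond a set lower limit; inconclusive = change between -60% and -40%, or beyond the set limit; inactive = change above -40%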; also: % is scaled to controls: 0 for no effect and ±100 for the full control effect
D1 agonist = human D1 receptor agonism. P21728. HEK293 T-REx D1 cells, calcium flux, agonist mode. 360,000 compounds, 1% hits. activation, % at 2 µM; in the data active = activation above about 30%; also: 0% is about no effect
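Tetracycline-induced HEK293 TREx D1 cells, force-coupled to calcium signalling, were dye-loaded with a no-wash calcium kit. Compound was pin-added after a 10 s baseline. Fluorescence was read kinetically at 1 cycle/s for 180 s, with calcium rises flagged as agonism.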
Numbers without * were called inactive; ? = inconclusive; . = not tested or not shown; & = joins results of further samples. Unless noted, calls follow the shape of the dose curve; as a rule, active = well fitted curve in the direction sought with a large enough effect; inconclusive = small, poorly fitted or top-dose-only effect, or another doubt; inactive = no such curve, though single readings can be large; an effect the other way counts as inactive or inconclusive. The list is partial; count on the stated rates, not on these rows.

SMILES | RXFP1 agonist | Vif-APOBEC3G blk | D1 potentiator | Glioma ERSR ind | D1 antagonist | Vif-A3F inh | D2 potentiator | RXFP1 antagonist | D1 agonist
NS(=O)(=O)c1ccc(NC(=O)c2ccc3nccnc3c2)cc1 | -2.6% | 1% | 5 | 2% | 6 | -17% | 2 | -23 | 0
COc1cccc(C2=CC(c3ccc(OC)c(OC)c3OC)n3nnnc3N2)c1 (configuration not stated) | 4.3% | -3% | 0 | 3% | -1 | -10% | 28 | 11 | 4
O=C(CN1CCCCC1)Nc1cccc(Oc2ccccc2)c1 | -0.1% | 0% | 9 | -1% | 12 | 2% | 5 | -11 | 9
COC(=O)c1ccc(COc2ccccc2/C=C(\C#N)C(=O)Nc2ccc(C)cc2C)cc1 | -0.2% | -11% | -5 | 0% | 3 | -1% | -6 | -5 | 6
COc1ccc(OC)c(CN2CCN(C(=O)CNC(=O)c3cc(C)cc(C)c3)CC2)c1 | -0.5% | -4% | 2 | -2% | 19 | -30% | -10 | 6 | 0
O=C(Nc1ccc2c(c1)C(=O)OC2)Nc1cccc2ccccc12 | 0.3% | -6% | -1 | -1% | 22 | -1% | 5 | -6 | -3
COc1ccc(-n2c(/C=C/c3ccccc3F)nc3cc(OC)c(OC)cc3c2=O)cc1Cl | 2.5% | -17% | 0 | 0% | 4 | -5% | 12 | -5 | -3
O=C1c2cccnc2C(=O)N1Cc1ccc(S(=O)(=O)N2CCN(c3ccccc3)CC2)cc1 | 3.9% | -5% | -6 | -7% | 4 | 1% | -9 | 7 | 0
CCOc1ccc(OCCNC(=O)c2oc3ccccc3c2COC)cc1 | 0.3% | 0% | 2 | 1% | -5 | 1% | -2 | -1 | 0
Cc1nn(-c2ccccc2)c2sc(C(=O)N3CCc4ccccc4C3)cc12 | 1.4% | 1% | 6 | -1% | 5 | 5% | -11 | 4 | 12
CCOC(=O)c1ccc(NC(=O)C2CCN(S(=O)(=O)c3ccccc3)CC2)cc1 | . | 5% | . | -3% | . | -1% | . | -3 | .
CCC(C)(C)NC(=O)C(c1cccc(OC)c1OC)N(Cc1ccccc1)C(=O)CCC(=O)Nc1cc(C)on1 (configuration not stated) | 0.5% | -1% | -4 | -2% | -25 | ? | . | -9 | 3
O=c1c2cnn(-c3ccccc3)c2nnn1/N=C/c1cccnc1 | -1.4% | 0% | 2 | -3% | -8 | 2% | -8 | 6 | 2
Cc1cccnc1NC(=O)Nc1cccs1 | -1.6% | -7% | -5 | 4% | 1 | 3% | . | -1 | 0
CCCCNC(=O)Nc1cc(C)on1 | -0.3% | 0% | 10 | -1% | 4 | 6% | 6 | 16 | 2
CC(C)c1nc2oc3c(NCC4CCCO4)ncnc3c2c2c1CCC2 (configuration not stated) | 1.3% | -1% | -5 | -2% | 9 | -5% | 5 | -13 | 1
O=C(CSc1nnc(-c2ccccc2)c(-c2ccccc2)n1)NC1CCS(=O)(=O)C1 (configuration not stated) | 3.6% | 0% | 0 | -5% | 9 | -9% | 0 | 0 | 2
COc1cc(O)sc1C=Nc1ccc(Cl)cc1 | -0.4% | -4% | -5 | 0% | -11 | -1% | 7 | 20 | 0
COc1cc(OC)c(NC(=O)c2c(C)oc3nc(C)nc(N4CCOCC4)c23)cc1Cl | 1.4% | 5% | -1 | -1% | 2 | -14% | -7 | 9 | 1
CCO/C=C1\C(=O)N(c2ccccc2)C(=O)c2ccccc21 | 4.0% | 0% | -4 | -1% | 12 | -4% | 9 | 26 | 5
CCOC(=O)c1c(C)[nH]c(C=Nc2ccccc2)c1O | -0.1% | . | -2 | . | 1 | . | 5 | . | 1
CN(C)c1ccc(NC(=O)Cn2c(SCc3ccc(F)cc3)nc3ccncc32)cc1 | 0.7% | 0% | -2 | -4% | 11 | -1% | -3 | . | -2
O=C(N/N=C\c1c[nH]c2ccccc12)c1ccc(O)cc1 | 0.5% | 3% | 1 | 9% | 7 | 15% | 10 | 15 | 1
CCOc1ccccc1C(=O)N/N=C/c1cccc2cccnc12 | 0.5% | -21% | 3 | -5% | 20 | -15% | 11 | -3 | -2
COc1ccccc1N=C(C)C1=C(O)COC1=O | -0.7% | 1% | -2 | -3% | -5 | 0% | 1 | -3 | 1

Reformatted comma-delimited: part of the list above.
canonical_smiles,RXFP1 agonist,Vif-APOBEC3G blk,D1 potentiator,Glioma ERSR ind,D1 antagonist,Vif-A3F inh,D2 potentiator,RXFP1 antagonist,D1 agonist
COc1cc(O)sc1C=Nc1ccc(Cl)cc1,-0.4%,-4%,-5,0%,-11,-1%,7,20,0
COc1cc(OC)c(NC(=O)c2c(C)oc3nc(C)nc(N4CCOCC4)c23)cc1Cl,1.4%,5%,-1,-1%,2,-14%,-7,9,1
CCO/C=C1\C(=O)N(c2ccccc2)C(=O)c2ccccc21,4.0%,0%,-4,-1%,12,-4%,9,26,5

Back to the main list, repeating the three entries before the break.
SMILES | RXFP1 agonist | Vif-APOBEC3G blk | D1 potentiator | Glioma ERSR ind | D1 antagonist | Vif-A3F inh | D2 potentiator | RXFP1 antagonist | D1 agonist
O=C(N/N=C\c1c[nH]c2ccccc12)c1ccc(O)cc1 | 0.5% | 3% | 1 | 9% | 7 | 15% | 10 | 15 | 1
CCOc1ccccc1C(=O)N/N=C/c1cccc2cccnc12 | 0.5% | -21% | 3 | -5% | 20 | -15% | 11 | -3 | -2
COc1ccccc1N=C(C)C1=C(O)COC1=O | -0.7% | 1% | -2 | -3% | -5 | 0% | 1 | -3 | 1
c1cc(SSc2ccncc2)ccn1 | 4.6% | 3% | -5 | 6% | 12 | -15% | 3 | 8 | 10
CCCn1c(=O)c2ccccc2n2c(SCC(=O)/C(C#N)=C(\C)N)nnc12 | 1.5% | 2% | -3 | -2% | -14 | -6% | -1 | -4 | 3
CCCC1(CCC)NC(=O)N(CC(=O)N2CCc3ccccc32)C1=O | . | -1% | . | 0% | . | 8% | . | 1 | .
c1ccc(-c2nc3c(ccc4ccccc43)[nH]2)nc1 | 3.4% | -13% | -8 | -1% | 7 | -15% | 2 | 4 | 0
c1ccc(-c2noc(CSc3nnc(Cc4cccs4)n3-c3ccccc3)n2)cc1 | 1.5% | 1% | -2 | -3% | 8 | -12% | -10 | 7 | 5
CC12CCC(C(=O)Nc3ccccc3)(C/C1=N\O)C2(C)C (configuration not stated) | -0.5% | 2% | 1 | -2% | -1 | 1% | 12 | 2 | 3
CCOc1ccc2c(c1)cc(CN(C(=O)CC)C1CCCCC1)c1nnnn12 | 1.7% | 0% | 1 | -6% | 6 | -6% | -3 | -5 | 5
O=C1CN(C(=O)COC(=O)[C@@H]2CC(O)CN2S(=O)(=O)c2ccc(Cl)cc2)c2ccccc2N1 (some centres not stated) | . | 0% | . | -4% | . | 1% | . | -17 | .
CSc1nnc(CSc2cc(C)nc(N(C)C)n2)o1 | 2.8% | 1% | -5 | -5% | -18 | 1% | -1 | 5 | 7
O=C(NCCOCCn1c(=O)oc2ccccc21)Nc1ccc(F)cc1F | -4.2% | 1% | -1 | -4% | -7 | 10% | 8 | . | -2
CCC(C)C(=O)Nc1nnc(SCC(=O)NC2CCCC2)s1 (configuration not stated) | 0.1% | 1% | -2 | -6% | -8 | 15% | 20 | 2 | 2
C#CCOCCOCCOCCNc1nc(N2CCN(C(=O)CCCCCCCCCCNC(=O)Cn3cc(CCCCCN)nn3)CC2)nc(N2CCN(C(=O)CCCCCCCCCCNC(=O)[C@H](CO)n3cc(CCCSC)nn3)CC2)n1 | 1.2% | -12% | -6 | -7% | 1 | -3% | 8 | . | 5
N#CC1=C2SCN(Cc3ccccc3)CN2C(=O)CC1c1cccs1 (configuration not stated) | 25µM* | 3% | 6 | -2% | 1 | 2% | 10 | 7 | 2
COc1ccccc1C(NC(=O)C1CCCCC1)c1c(O)ccc2ccccc12 (configuration not stated) | 1.4% | -6% | -1 | -5% | 11 | -8% | 6 | 13 | -1
CC(C)(C)OC(=O)NCCCCCNC(=O)c1[nH]cnc1C(=O)Nc1nccs1 | -0.3% | -1% | 0 | -1% | . | 7% | 2 | . | -1
NS(=O)(=O)c1ccc(NC(=O)c2ccc3c(c2)CCN3S(=O)(=O)c2ccccc2)cc1 | -0.2%&-1.4% | -9%&-7% | -3&1 | -7%&-2% | 6&-17 | -18%&2% | -3&11 | 0&-5 | 4&3
Cc1noc(C)c1CSCC(=O)Nc1ccc(OC(F)F)c(Cl)c1 | -1.3% | 2% | -4 | -5% | -11 | 1% | 13 | -8 | 6
CCCCN(C(=O)c1cccc(N2C(=O)c3ccccc3C2=O)c1)c1c(N)n(CCCC)c(=O)[nH]c1=O | . | -7% | . | -5% | . | 9% | . | 5 | .
Cc1ccc(S(=O)(=O)N(C)C)cc1NC(=O)C(C)OC(=O)C1CCC1 (configuration not stated) | . | 7% | . | -6% | . | -16% | . | -3 | .
COc1ccc2c(c1)CCCN2C(N)=Nc1ccc(Cl)cc1 | 2.5% | 1% | -10 | -7% | -44* | -5% | -12 | -14 | 49*
CCC(C)(C)NC(=O)C(c1ccccc1Cl)N(C(=O)CCC(=O)Nc1cc(C)on1)C(C)(C)C (configuration not stated) | 0.2% | -7% | -6 | -2% | 13 | -2% | . | 7 | 2
CC(=O)CSc1nc2c(c(=O)[nH]c(=O)n2C)n1CCCc1ccccc1 | 1.9% | -7% | 1 | 1% | 19 | 6% | 5 | 4 | 0
COc1cc(NC(=O)c2ccco2)c(OC)cc1NC(=O)Nc1ccccc1Cl | -2.2% | 0% | -4 | -4% | -8 | 8% | 9 | -11 | 1
CC(C)(C)c1ccc(S(=O)(=O)Nc2ccc3c(c2)COC3=O)cc1 | 1.0% | -6% | -7 | 0% | -14 | -14% | -2 | 4 | 12
COc1ccccc1-n1c(SCC(=O)N2CCOCC2)nc2cccnc21 | -3.8% | 0% | -1 | -5% | 0 | 12% | -5 | -8 | 1

From PubChem
